High-throughput results as filed in PubChem.
IL-2 act = activates IL-2 in a cell-based reporter assay. AID 652025. actives 0.065% (n = 360,000). IL-2 activation reporter assay, cell-based qHTS; stimulated with anti-CD3/CD4/CD28 beads; in transgenic mouse T cells. activation, % (series mostly up to about 46 µM); in the data active means activation above about 50%; inconclusive means mostly about 30% to 49%; further: 0% is about no effect
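Quantitative HTS in unstimulated transgenic mouse T cells, with memory T cells as non-tolerant control and PMA/ionomycin as tolerance-bypass control. Compound pretreatment lasted 60 minutes before 18 h bead stimulation; EGFP/DsRed fluorescence read.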
FUS suppressor = FUS proteinopathy suppression in yeast. S. cerevisiae FUS-expressing, growth rescue, OD600, 24 h. Potency, µM (doses to about 76.6 µM), for the others: at the highest dose growth rescue (activation), hits mostly activators. actives 0.24% (n = 390,000). AID 1347120;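 further: potency means the concentration at half of the fitted maximal effect; plate controls were DMSO vehicle for no effect and reference control for full effect; nearly all actives have a fitted effect of over 55% in size; some results filed as inactive show a strong effect at the top dose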
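Absorbance at 600 nm, taken 24hr after compound addition, measured rescue of FUS-yeast growth at 30C. Induction used 2% galactose with seeding at OD 0.005. Controls: CP55940 from 92uM final, DMSO only.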
EPAC1 ag = agonists of human EPAC1. O95398. EPAC1 agonist qHTS, biochemical assay; response scale: 100% = response to 6.5 mM cAMP. Potency, µM (titrated, usually from 154 µM), for inactives: at the highest dose activation, hits mostly activators. actives 0.073% (n = 360,000). AID 720707; further: potency means the concentration at half of the fitted maximal effect; nearly all actives have a fitted effect of over 60% in size
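Multi-concentration qHTS readout: loss of Rap1B-bound BODIPY-GDP fluorescence driven by 100 nM EPAC1 with excess GDP (50 uM), monitored kinetically at room temperature; agonist response expressed relative to 6.5 mM cAMP.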
PI5P4Ka inh = PI5P4K alpha (human) kinase inhibition. P48426. PI5P4Kalpha enzyme, ADP-Glo luminescence, 60 min; stronger effect = lower value. max response, %. actives 1.2% (n = 330,000). AID 652105; active means max response of -50% or lower; inconclusive means between -30% and -50%; inactive means -30% or higher; further: value at the top dose of about 77 µM; on the % scale 0 is the no-effect control and ±100 the full control effect
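ADP-Glo luminescence end-point after a 60 min room-temperature kinase reaction. PI5P4Kalpha and substrate in HEPES pH 7.4 buffer with EGTA, 0.1% CHAPS and 5% DMSO; ATP at 5 microM final.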
EPAC1 antagonist = blocks human EPAC1 exchange factor; O95398; EPAC1 GEF assay, Rap1b-BODIPY-GDP exchange fluorescence; Potency, µM (doses to about 115 µM), inactives show at the highest dose activity change, negative = inhibition, most hits filed as inhibitors; actives 0.14% (n = 360,000); AID 720709;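 further: potency means the concentration at half of the fitted maximal effect; plate controls were vehicle for no effect and positive control for full effect; nearly all actives have a fitted effect of over 50% in size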
Abeta rescue = A-beta toxicity reversal in yeast | Potency, µM (titrated, usually from 46.1 µM), for inactives: at the top dose growth rescue, hits mostly activators | yeast expressing A-beta42, growth rescue, OD600, 48 h; response scale: 0% DMSO, 100% iron-clioquinol control | actives 0.063% (n = 410,000); further: potency means the concentration at half of the fitted maximal effect; nearly all actives have a fitted effect of over 55% in size
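Yeast A-beta toxicity model in growth medium with pinned compounds, 48 h at 30 C; growth read as absorbance at 600 nm. Normalized to FeCl3/clioquinol equimolar mix (positive) and DMSO (negative).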
PLK1 PBD block = inhibitors of human PLK1 polo-box domain binding | P53350 | Plk1 PBD binding of FITC phosphopeptide, fluorescence polarization | Potency, µM, for the others: max response, negative = inhibition, hits mostly inhibitors | actives 2.8% (n = 360,000) | AID 720504; further: potency means the concentration at half of the fitted maximal effect; series mostly up to about 57 µM; on the % scale 0 is the no-effect control and ±100 the full control effect; nearly all actives have a fitted effect of over 65% in size
WRN inhibitor = WRN helicase (human) inhibition | actives 0.46% (n = 360,000) | Potency, µM (doses to about 114 µM), for the others: top-dose activity change, negative = inhibition, most hits filed as inhibitors | WRN helicase unwinding, fluorescent forked duplex, kinetic | Q14191; further: potency means the concentration at half of the fitted maximal effect; on the % scale 0 is the no-effect control and ±100 the full control effect; nearly all actives have a fitted effect of over 55% in size
Target sequence (Q14191 whole entry, looked up): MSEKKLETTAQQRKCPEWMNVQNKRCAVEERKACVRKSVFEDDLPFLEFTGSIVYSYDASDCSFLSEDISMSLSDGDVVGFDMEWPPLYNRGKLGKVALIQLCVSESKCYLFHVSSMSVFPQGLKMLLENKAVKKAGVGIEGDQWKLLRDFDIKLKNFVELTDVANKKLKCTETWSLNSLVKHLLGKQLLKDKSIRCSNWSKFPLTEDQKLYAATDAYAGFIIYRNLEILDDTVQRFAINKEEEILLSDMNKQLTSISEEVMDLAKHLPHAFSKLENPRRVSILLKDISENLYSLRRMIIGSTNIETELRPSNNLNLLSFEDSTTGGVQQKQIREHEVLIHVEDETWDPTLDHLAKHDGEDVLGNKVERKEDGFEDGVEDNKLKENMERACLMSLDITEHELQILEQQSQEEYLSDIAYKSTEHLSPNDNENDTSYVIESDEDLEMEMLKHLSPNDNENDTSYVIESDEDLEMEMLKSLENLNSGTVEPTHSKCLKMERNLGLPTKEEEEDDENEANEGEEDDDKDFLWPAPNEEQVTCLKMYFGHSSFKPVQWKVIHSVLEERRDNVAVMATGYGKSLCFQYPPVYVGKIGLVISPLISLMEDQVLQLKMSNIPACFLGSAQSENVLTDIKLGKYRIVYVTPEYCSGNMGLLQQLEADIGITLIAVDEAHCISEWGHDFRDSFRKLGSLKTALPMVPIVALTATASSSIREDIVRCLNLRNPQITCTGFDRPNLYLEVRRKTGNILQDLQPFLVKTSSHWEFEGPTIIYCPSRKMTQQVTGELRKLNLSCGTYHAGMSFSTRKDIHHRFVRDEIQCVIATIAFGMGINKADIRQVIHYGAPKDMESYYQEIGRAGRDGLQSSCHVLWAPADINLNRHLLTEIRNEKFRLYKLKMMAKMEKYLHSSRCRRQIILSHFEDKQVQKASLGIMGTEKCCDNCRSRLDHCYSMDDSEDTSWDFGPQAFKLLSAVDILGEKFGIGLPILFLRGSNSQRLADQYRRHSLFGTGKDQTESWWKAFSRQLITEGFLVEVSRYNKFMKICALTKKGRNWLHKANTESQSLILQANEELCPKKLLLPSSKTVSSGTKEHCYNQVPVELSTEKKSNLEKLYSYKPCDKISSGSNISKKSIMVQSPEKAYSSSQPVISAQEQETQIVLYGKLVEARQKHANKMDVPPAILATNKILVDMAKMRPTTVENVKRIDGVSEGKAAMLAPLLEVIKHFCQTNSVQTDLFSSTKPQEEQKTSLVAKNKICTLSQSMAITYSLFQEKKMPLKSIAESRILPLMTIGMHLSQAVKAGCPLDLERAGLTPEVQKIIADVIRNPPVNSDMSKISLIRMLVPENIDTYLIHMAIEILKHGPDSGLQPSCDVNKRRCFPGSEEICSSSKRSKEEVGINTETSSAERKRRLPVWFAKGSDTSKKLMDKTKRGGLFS
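Enzyme (20 nM final) and test compound sit together 15 min at room temperature before substrate addition. Substrate is a single-forked duplex oligonucleotide (100 nM) labelled with fluorophore and quencher, with 2 mM ATP; helicase unwinding raises red fluorescence, read kinetically.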
Active calls of the source: *; ? = inconclusive; / = no result given; [ ] = another dose, or the depositor's remark. Unless noted, the call rests on the fitted dose curve; in most records, active means well fitted curve in the direction sought with a large enough effect; inconclusive means small, poorly fitted or top-dose-only effect, or another doubt; inactive means no such curve, though single readings can be large; an effect the other way counts as inactive or inconclusive.

Structure	IL-2 act	FUS suppressor	EPAC1 ag	PI5P4Ka inh	EPAC1 antagonist	Abeta rescue	PLK1 PBD block	WRN inhibitor
CC(C)CSC1=NSC2=NC(=O)/C(=C\c3ccccc3)C(=N)N12	4.0	12.2%	-15.3%	-14.0	-17.8%	6.1%	26.7µM*	-16.4%[11.6 µM]
COc1cccc(C(=O)N/N=c2\sc3ccccc3n2C)c1	-0.1	/	1.8%	-6.7	7.1%	0.0%	4.6%	-7.5%
O=C(NC1CCSc2ccccc21)c1ccc(F)cc1 (centres undefined)	-2.8	0.9%	-0.8%	-1.2	1.2%	13.3%	1.4%	4.8%
COc1ccc(/C=C/C(=O)OCC(=O)N2CC(=O)Nc3ccccc32)cc1	-0.4	-3.2%	7.4%	8.6	25.6%	7.3%	4.2%	-21.6%[57.1 µM]
CCCOC(=O)Nc1c(C)cccc1C(C)C	-0.2	-0.8%	2.1%	2.7	7.2%	-12.8%	-13.4%	-8.2%
Cc1cn(-c2ccc(Br)cc2)[nH]c1=O	-0.4	-2.5%	7.1%	/	4.3%	-1.8%	-7.0%	-4.2%
COC(=O)c1sccc1NC(=O)Cc1ccc(OC)cc1	-0.4	/	1.2%	-0.2	2.5%	-1.4%	-3.7%	-7.2%
COC(=O)CC1Nc2ccccc2SC1=O (centres undefined)	3.4	-5.9%	0.7%	0.2	0.5%	19.6%	-2.5%	-2.8%
CCCCC(=O)NC(NC(=S)N1CCCCCC1)C(Cl)(Cl)Cl (centres undefined)	-0.8	4.5%	6.0%	7.5	1.6%	18.4%	-6.5%	-3.1%
COc1ccccc1OCCNC(=O)Nc1ccc(Br)cc1	0.0	12.3%	-14.6%	-0.4	-10.3%	19.1%	-11.6%	2.0%
COc1cccc(-n2ccnc2SCC(=O)NCc2ccccc2)c1	0.0	1.9%	3.2%	-8.6	-7.9%	10.9%	-4.8%	-0.2%
CC(C)CCNC(=O)CCc1nnc2ccc(N3CCC(C)CC3)nn12	-0.3	3.3%	3.1%	-3.3	-1.5%	0.4%	-2.1%	7.5%
CCCc1nnc(SCC(=O)N2C(C)CCCC2C)n1CC (centres undefined)	-0.7	-31.1%	-5.9%	-0.1	2.5%	8.2%	-0.8%	-6.7%
Cc1cc(C)cc(NC(=O)C2CCCN2S(=O)(=O)c2ccc3c(c2)n(C)c(=O)c(=O)n3C)c1 (centres undefined)	1.8	-2.7%	3.0%	0.2	-4.7%	-8.4%	-12.9%	0.5%
COc1ccc(CC(=O)NCc2nnc(SCC(=O)Nc3nccs3)n2-c2ccccc2)cc1	-3.9	21.0%	-7.4%	-2.7	?	-8.8%	-2.8%	2.0%
O=C(NC(=S)Nc1cccc2cccnc12)c1ccccc1	0.9	-15.1%	-3.9%	-2.1	5.0%	6.3%	-4.2%	5.6%
C=CCN1CCN(C(=O)c2oc3ccccc3c2C)CC1	0.9	21.0%	-3.9%	0.9	-11.5%	-16.6%	-5.8%	-28.5%
Cc1cc(N2C(=O)C(O)=C(C(=O)c3cc4ccccc4o3)C2c2ccc([N+](=O)[O-])cc2)no1 (centres undefined)	1.7	12.0%	2.0%	?	-11.5%	-14.7%	37.7µM*	-0.9%
CC(=O)N/C(=C\c1ccccc1)C(=O)OCCCOC(=O)/C(=C/c1ccccc1)NC(C)=O	-1.3	7.2%	12.3%	1.2	?	3.6%	-10.6%	3.3%
COCn1c(COc2ccccc2)nc2ccccc21	0.4	11.6%	3.9%	/	1.2%	17.1%	2.8%	-6.8%
COc1ccccc1-c1cc(C(=O)N/N=C/C=C/c2ccccc2[N+](=O)[O-])c2ccccc2n1	-2.3	42.2%	7.6%	3.3	-2.5%	-2.5%	-1.4%	-3.4%
CCOC(=O)Cc1csc(N/N=C\c2ccc(N(C)C)cc2)n1	-1.2	10.4%	-4.3%	-4.0	8.2%	-12.1%	-7.1%	2.1%
COc1ccccc1C(=O)COC(=O)CNC(=O)c1ccc(Br)o1	-4.2	-5.2%	-1.1%	-8.4	8.0%	12.9%	-4.2%	-13.9%
CC1(C)c2[nH]c3ccccc3c2C[C@H]2C(=O)N(Cc3ccccc3)C(=O)N21	-0.2	37.2%	0.9%	/	-26.4%	?	/	/
CC(C)c1nc(C#N)c(NN)o1	-0.3	2.5%	-8.1%	-0.8	-20.4%	6.9%	-2.6%	1.4%
O=C(CN1C(=O)NC2(CCCC2)C1=O)OCCOc1ccc(Br)cc1	-0.8	0.5%	-0.2%	0.4	-1.5%	-3.9%	0.6%	-2.3%
COc1ccc(NC(=O)CNC(=O)Cn2cnc3sc(C)c(C)c3c2=O)cc1OC	-3.8	-7.8%	16.0%	3.1	-1.4%	-3.1%	-9.2%	-5.1%
Cc1ccc(N2C(=O)CC(SCC(=O)Nc3ccc(S(N)(=O)=O)cc3)C2=O)cc1 (centres undefined)	-0.9	11.2%	-0.4%	2.4	4.7%	-12.2%	-11.8%	-6.6%
CCOC(=O)CSc1ncnc2c1cnn2-c1ccc(C)cc1	-0.1	-7.8%	-2.8%	17.0	-1.1%	4.7%	-1.0%	8.6%
COc1ccc(C(=O)N/C(=C\c2ccco2)C(=O)NCCN2CCOCC2)cc1	-2.5	-2.9%	3.6%	10.8	-14.3%	-0.2%	-5.6%	-4.2%

Ordered by value in WRN inhibitor (high to low): some entries from above.
| Compound | WRN inhibitor |
| --- | --- |
| CC(C)c1nc(C#N)c(NN)o1 | 1.4% |
| COc1ccccc1-c1cc(C(=O)N/N=C/C=C/c2ccccc2[N+](=O)[O-])c2ccccc2n1 | -3.4% |
| C=CCN1CCN(C(=O)c2oc3ccccc3c2C)CC1 | -28.5% |

Additional entries
Structure	IL-2 act	FUS suppressor	EPAC1 ag	PI5P4Ka inh	EPAC1 antagonist	Abeta rescue	PLK1 PBD block	WRN inhibitor
Cn1ccnc1SCC(=O)N(C1CCCCC1)C1CCCCC1	1.4	6.9%	4.9%	-0.7	-3.3%	23.5%	-5.7%	16.3%
COCCNC(=O)C1(C)CCCN(C(=O)c2ccc(OC)cc2OC)C1 (centres undefined)	-0.2	-7.3%	-13.5%	0.4	4.4%	-3.8%	-9.5%	-1.2%
CCOc1ccc(C(=O)CCC(=O)NN2CCCCC2)cc1	-1.6	-8.6%	-2.2%	-10.7	0.3%	-7.5%	-1.2%	19.5%
COc1cccc(SCC2(O)CCN(C(=O)c3ccc(Cl)cc3)CC2)c1	-5.0	17.0%	-6.5%	16.8	3.3%	?	-1.3%	3.9%
c1csc(-c2nc(NCCCN3CCOCC3)c3ccccc3n2)c1	-3.0	-11.2%	-5.3%	-3.3	10.2%	1.5%	-21.9%	0.5%
CCOc1ccc(OCCC(=O)NNC(=O)c2ccccc2Cl)cc1	-5.2	10.4%	-6.3%	-20.2	15.6%	-3.2%	-10.1%	-13.0%
O=C1CCCCC/C1=N/Nc1ccc(OCc2ccccc2)cc1	-0.4	6.6%	-2.9%	-3.2	1.7%	13.1%	-2.4%	1.0%
CCNC(=O)COc1cccc2ccccc12	-3.5	2.1%	-10.1%	-1.9	-0.9%	6.0%	-5.3%	12.0%
O=C(COC(=O)Cc1c[nH]c2ccccc12)NC1CCS(=O)(=O)C1 (centres undefined)	0.9	12.4%	11.7%	4.5	-14.9%	1.0%	-7.8%	-17.7%
CC(O)CNCCCOc1ccccc1OCc1ccccc1 (centres undefined)	-3.1	7.6%	4.0%	5.7	2.5%	1.1%	-8.6%	-1.7%
CC1CCCC(C)N1CCCNC(=O)C(=O)Nc1ccc2nc3n(c(=O)c2c1)CCCCC3 (centres undefined)	-2.3	-8.2%	-7.2%	-2.0	2.2%	5.8%	26.7µM*	9.7%
CCCCCCCCC(=O)NNC(=O)c1c(O)c2ccccc2n(CCC)c1=O	-1.1	11.4%	-10.2%	3.6	-12.6%	-14.2%	1.6%	-2.6%
OCC1(Cc2ccc(Cl)cc2)CCN(CC2CC=CCC2)CC1 (centres undefined)	-4.6	-2.9%	-0.7%	0.1	1.8%	1.4%	-5.4%	-2.8%
CCOc1ccc2nc(N3CCCC(C(=O)N4CCN(CC)CC4)C3)sc2c1 (centres undefined)	-3.7	-4.9%	-9.8%	0.8	1.0%	-5.4%	4.9%	8.8%
COC(=O)CSc1nn(-c2ccc(F)cc2)c(=S)s1	0.5	10.3%	-1.3%	-6.3	-0.4%	-19.9%	-11.3%	-4.8%
CC(C)CC(=O)NC1(C(F)(F)F)NC(=O)N(c2ccccc2)C1=O (centres undefined)	-2.7	-16.6%	0.2%	-0.2	11.1%	2.1%	-21.3%	-6.8%
CCCCc1ccc(-c2csc(/C(C#N)=C\c3ccco3)n2)cc1	-1.7	7.4%	5.1%	10.3	?	-8.6%	-11.7%	?
COc1cccc(-c2oc3c(c2C(=O)OCCN(C)C)C(O)CCC3)c1 (centres undefined)	0.0	5.6%	-0.4%	1.4	-2.1%	4.1%	-3.5%	-2.1%
Cc1nc2ccccn2c1C(=O)Nc1ccc(Cl)cc1	-1.0	-9.2%	-10.7%	1.7	-22.9%	13.2%	?	13.3%
COc1ccc(-c2nnc(CSc3nc4ccccc4c(=O)n3CC(C)C)o2)cc1OC	-3.1	?	11.4%	/	-21.3%	1.0%	-6.7%	-5.3%
Cc1nn(Cc2ccc(Cl)cc2Cl)c(C)c1NC(=O)NC12CC3CC(CC(C3)C1)C2	0.0	37.3%	0.9%	6.4	-15.3%	21.8%	-21.7%	3.1%
c1ccc(-c2noc(-c3cccnc3)n2)nc1	0.6	0.4%	-3.8%	-17.6	3.1%	-3.7%	-8.4%	-2.7%
CCOc1cc(/C=N/NC(=O)c2ccncc2)cc(Br)c1O	-0.2	-37.3%	14.8%	-0.1	0.2%	0.5%	-2.7%	-8.2%
Cc1nnsc1C(=O)NC1CCCCC1	0.3	-21.8%	-1.4%	/	-1.8%	0.3%	-4.3%	4.2%
